Screening results (PubChem)
influenza NS1A = H1N1 influenza NS1A inhibitors, functional cell based assay (AID 504329) | NS1A functional cell-based assay, percent inhibition; higher % means a stronger effect | one-dose inhibition, % at 12.5 µM; IC50 in µM for titrated hits | hit rate 0.3% among 340,000; in the data active = a potency from the dose series; inconclusive = inhibition above about 27% without an active follow-up result; also: strong numbers were not always called active
Salmonella PhoP GFP = PhoP regulon inhibitors, Salmonella typhi PhoP promoter GFP reporter, confirmatory (AID 1850); Salmonella Typhi PhoP-promoter GFP reporter, fluorescence, 4 h; higher % means a stronger effect; one-dose inhibition, % at 50 µM; IC50 in µM for titrated hits; hit rate 0.33% among 310,000; in the data active = a potency from the dose series; inconclusive = inhibition mostly from about 25% at the one dose, without a potency; inactive = the rest, 99 in 100 with inhibition below about 19%;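 also: 0% = induced wells with vehicle and 100% = uninduced wells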
H37Rv inhibition = M. tuberculosis growth inhibition, HTS (AID 449762) | hit rate 0.59% among 330,000 | M. tuberculosis H37Rv growth inhibition, 7H9 media; higher % means a stronger effect | inhibition, % at 25 µM; hits with a dose series show IC50 in µM; in the data active = a potency from the dose series; inconclusive = inhibition above about 70% without an active follow-up result;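 also: bacterial growth assessed after seven days of incubation; strong numbers were not always called active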
M. tuberculosis = growth inhibition of non-replicating M. tuberculosis (AID 488890) | Mycobacterium tuberculosis non-replicating, growth inhibition; higher % means a stronger effect | inhibition, % at 25 µM; hits with a dose series show IC50 in µM | hit rate 0.39% among 320,000; in the data active = a potency from the dose series; inconclusive = inhibition mostly from about 82% at the one dose, without a potency; inactive = the rest, 99 in 100 with inhibition below about 76%;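 also: plate controls were DMSO cells for no effect and high antibiotic wells for full effect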
VEEV TC-83 Vero = inhibitors of VEEV TC-83 cytopathic effect, confirmation, Vero cells (AID 588727). Vero cells, VEEV TC-83 cytopathic effect inhibition; higher % means a stronger effect. inhibition, % at 20 µM, or IC50 in µM where a hit was titrated. hit rate 0.13% among 350,000; in the data active = a potency from the dose series; inconclusive = inhibition mostly from about 14% at the one dose, without a potency; inactive = the rest, 99 in 100 with inhibition below about 12%; also: strong numbers were not always called active
VEEV TC-83 Vero 10K pilot screen = further read-out of VEEV TC-83 Vero, marked with its call; inhibition, %; measured here: 10K pilot screen inhibition
Numbers without * were called inactive; i = inactive; u = inconclusive; x = not tested or not shown; & = joins results of further samples. Not a hit list, and some 1.4% of all compounds hit somewhere here.

SMILES | influenza NS1A | Salmonella PhoP GFP | H37Rv inhibition | M. tuberculosis | VEEV TC-83 Vero | others
COc1ccc(C(C(=O)OCCN(C)C)c2ccccc2)cc1 (stereo not given) | -4% | -3% | -4% | -3% | 1.5%
CCOC(=O)c1cnn(C(=O)c2ccccc2)c1N | -11% | x | x | x | 1.7%
COc1ccc(-n2c(=O)c3ccccc3n(CC(=O)NC3CCCCC3)c2=O)cc1OC | 11% | -3% | 1% | -7% | 0.1%
CCOC(=O)CNC(=O)C(Cc1ccccc1)NC(=O)OCc1ccccc1 (stereo not given) | 4% | -12% | 2.2µM* | u | 2.3%
O=C(Oc1ccc(OC(=O)N2CCOCC2)cc1)c1ccccc1 | -3% | -10% | -6% | 23% | 5.2%
CC1=C(C(=O)OCc2ccccc2)C(c2ccoc2)C(C#N)=C(N)O1 (stereo not given) | -3% | -9% | 3% | -11% | 1.1%
Cc1cccnc1N(C(=O)Nc1ccccc1)C1=NCC(C)(C)S1 | 5% | 4% | -4% | 10% | 1.8%
COc1cc(C(=O)NCC2(N3CCCCC3)CCCCC2)ccc1OCC(=O)N1CCOCC1 | -11% | -11% | -2% | 5% | 0.2%
COc1cc(/C=N/n2c(COc3ccccc3)n[nH]c2=S)cc(Br)c1O | -6% | 2% | 6% | -21% | 3.2%
Cc1ccc(C(=O)Oc2ccc3ccc(=O)oc3c2)cc1 | 19% | -8% | 19% | 57% | i
Oc1c(CN2CCOCC2)cc(CN2CCOCC2)cc1CN1CCOCC1 | -24% | x | x | x | 0.9%
CCOC(=O)NCc1ccc(S(=O)(=O)Nc2c(C)cccc2C)cc1 | 4% | 10% | -4% | 6% | 0.1%
COc1ccccc1NC(=O)N(Cc1ccco1)Cc1cc2ccc(C)c(C)c2[nH]c1=O | 17% | -7% | -3% | 39% | 7.7%
CN1CCN(C(=O)C2CCCN(S(=O)(=O)c3ccccc3)C2)CC1 (stereo not given) | -2% | 3% | 1% | -1% | 2.0%
Cc1ccc2c3c1C(=O)C(=O)N3C(C)(C)CC2C (stereo not given) | -3% | -2% | 0% | 34% | 0.3%
Cc1cccc(C)c1OCC(=O)NCC1COc2ccccc2O1 (stereo not given) | 2% | x | -6% | -21% | i
Cc1cccc(N(CC(=O)N/N=C/c2ccccc2C(=O)O)S(C)(=O)=O)c1C | -5% | 9% | 0% | 0% | i
O=C(Cc1c(F)cccc1Cl)N(Cc1ccccc1)c1ccccn1 | -8% | -11% | -1% | 16% | 0.4%
Cc1ccc(NC(=O)c2nc[nH]c2C(=O)NC2CCN(C(=O)OC(C)(C)C)CC2)cc1 | -12% | x | 3% | 43% | 2.7%
COc1cccc(CNC(=O)c2ccc(Cl)c(S(=O)(=O)N3CCOCC3)c2)c1 | -15% | x | 2% | 19% | 5.4%
CCS(=O)(=O)N1CCC(C(=O)NCCCN2CCCCCC2)CC1 | 4% | 15% | 4% | 11% | i
CCOC(=O)C1CCCN(Cc2ccccc2OCC)C1 (stereo not given) | 5% | -5% | 2% | 6% | 1.6%
Cn1c(CC(=O)Nc2ccccc2)nnc1SCCOc1ccccc1 | -7% | 6% | -6% | 11% | 1.0%
COc1cc(C#CC#CCN2CCCCC2)ccc1O | 3% | 11% | -4% | 2% | 0.5%
COc1ccc(-n2nc3cc(N)c(Br)cc3n2)cc1 | 3% | 1% | 14% | 30% | 2.2%
N=C1C(c2nc3ccccc3s2)=C(O)CN1C1CCCCC1 | -10% | -1% | 8% | 18% | 1.7%
COc1cc(OC)c2c(c1)OC(=O)CC2c1ccc(C)cc1 (stereo not given) | 15% | x | x | x | 1.3%
CN1OC(CC(=O)O)N(c2ccc(Cl)cc2)C1=O (stereo not given) | -2% | 3% | -5% | -21% | 4.3%
CCOC(=O)C1CCN(C(=O)c2cc(C(C)(C)C)nn2Cc2ccccc2)CC1 | -15% | 2% | -1% | -10% | i
O=c1[nH]c(=O)n(Cc2ccccc2)c2nc(-c3cccs3)n(CCO)c12 | x | -2% | 1% | -2% | x
O=c1[nH]c(O)c(/C=C2\C=Nc3ccccc32)[nH]1 | 2% | 1% | 3% | -3% | 1.8%
CC(C)(C)C1CCc2c(sc(NC(=O)c3cc(C4CC4)on3)c2C#N)C1 (stereo not given) | 10% | 4% | -1% | 37% | 1.1%
CCNC(=S)NNc1nnc(-c2ccccc2)c(-c2ccccc2)n1 | 6% | 3% | 10% | -22% | 0.5%
CC(C)n1cc(CN2CCC(C(=O)Nc3cccc(-c4cccc(Cl)c4)c3)CC2)cn1 | -14% | -4% | u | 47% | i
CCCCN1C(N)=NC[C@@H]1CCCCN | 0% | 8% | 2% | -4% | 0.0% | VEEV TC-83 Vero 10K pilot screen=0.5
CCOc1ccccc1N1CCN(C(=O)c2ccc(S(=O)(=O)Nc3ccccc3)cc2)CC1 | 3% | x | 42% | 27% | 10%
CCOc1ccccc1NC(=O)c1cccc(NC(=O)C2CCCC2)c1 | -10% | -4% | -1% | 63% | 5.6%
COc1ccc(C2CCCCCN2Cc2nc3ccccc3c(=O)n2CC(N)=O)cc1 (stereo not given) | 6% | 2% | 2% | 47% | 2.0%
C[C@H](CO)N1C[C@H](C)[C@@H](CN(C)S(=O)(=O)c2cccs2)Oc2ccc(NC(=O)C3CC3)cc2C1=O | -21% | x | 2% | -2% | 0.4%
Cc1ccc(-n2ncc3c(=O)[nH]c(SCC(=O)N4CC(=O)Nc5ccccc54)nc32)cc1 | -24% | x | 3% | -6% | 3.8%
Cc1nc(/C(N)=N/OC(=O)c2ccccc2Cl)c(C(F)(F)F)o1 | -6% | 6% | -2% | 27% | 23%
Cc1ccc(CNc2ccc3c(c2)ncn3C(C)C)cc1 | -16% | -2% | 10% | 73% | 4.7%
Cn1cncc1C#Cc1c(-c2ccc(S(C)(=O)=O)cc2)sc2ccccc12 | 12% | x | 10% | u | 1.2%
O=C(Nc1ccc(N2CCOCC2)c(Cl)c1)c1cc(F)c(F)cc1Cl | 0% | 4% | 4% | 11% | i
O=C(Nc1ccccc1)NN(C(=O)CCl)c1ccccc1 | -5% | 14% | u | 53% | 0.1%
Nc1nc2c([N+](=O)[O-])cccc2s1 | 8% | -22% | 2% | 6% | 0.8%
Cc1ccc(C(C)NC(=S)NCc2ccc(F)cc2)c(C)c1 (stereo not given) | -8% | -1% | -8% | 25% | 1.9%
CCc1ccc(S(=O)(=O)NC(CC(=O)O)c2ccccc2)cc1 (stereo not given) | 3% | -8% | -4% | -5% | 0.4%

As a short view, 2 of the compounds above.
SMILES | influenza NS1A | Salmonella PhoP GFP | H37Rv inhibition | M. tuberculosis | VEEV TC-83 Vero | others
Cc1ccc(C(C)NC(=S)NCc2ccc(F)cc2)c(C)c1 (stereo not given) | -8% | -1% | -8% | 25% | 1.9%
CCc1ccc(S(=O)(=O)NC(CC(=O)O)c2ccccc2)cc1 (stereo not given) | 3% | -8% | -4% | -5% | 0.4%

Sorted by number of heavy atoms (rising): 14 of the compounds above
SMILES | influenza NS1A | Salmonella PhoP GFP | H37Rv inhibition | M. tuberculosis | VEEV TC-83 Vero | others
Cc1ccc2c3c1C(=O)C(=O)N3C(C)(C)CC2C (stereo not given) | -3% | -2% | 0% | 34% | 0.3%
CCOC(=O)c1cnn(C(=O)c2ccccc2)c1N | -11% | x | x | x | 1.7%
CCOC(=O)C1CCCN(Cc2ccccc2OCC)C1 (stereo not given) | 5% | -5% | 2% | 6% | 1.6%
N=C1C(c2nc3ccccc3s2)=C(O)CN1C1CCCCC1 | -10% | -1% | 8% | 18% | 1.7%
Cc1nc(/C(N)=N/OC(=O)c2ccccc2Cl)c(C(F)(F)F)o1 | -6% | 6% | -2% | 27% | 23%
O=C(Oc1ccc(OC(=O)N2CCOCC2)cc1)c1ccccc1 | -3% | -10% | -6% | 23% | 5.2%
CCOC(=O)NCc1ccc(S(=O)(=O)Nc2c(C)cccc2C)cc1 | 4% | 10% | -4% | 6% | 0.1%
CC(C)(C)C1CCc2c(sc(NC(=O)c3cc(C4CC4)on3)c2C#N)C1 (stereo not given) | 10% | 4% | -1% | 37% | 1.1%
Cn1cncc1C#Cc1c(-c2ccc(S(C)(=O)=O)cc2)sc2ccccc12 | 12% | x | 10% | u | 1.2%
CCOC(=O)CNC(=O)C(Cc1ccccc1)NC(=O)OCc1ccccc1 (stereo not given) | 4% | -12% | 2.2µM* | u | 2.3%
COc1ccc(C2CCCCCN2Cc2nc3ccccc3c(=O)n2CC(N)=O)cc1 (stereo not given) | 6% | 2% | 2% | 47% | 2.0%
COc1ccc(-n2c(=O)c3ccccc3n(CC(=O)NC3CCCCC3)c2=O)cc1OC | 11% | -3% | 1% | -7% | 0.1%
COc1cc(C(=O)NCC2(N3CCCCC3)CCCCC2)ccc1OCC(=O)N1CCOCC1 | -11% | -11% | -2% | 5% | 0.2%
C[C@H](CO)N1C[C@H](C)[C@@H](CN(C)S(=O)(=O)c2cccs2)Oc2ccc(NC(=O)C3CC3)cc2C1=O | -21% | x | 2% | -2% | 0.4%

(list continues)
SMILES | influenza NS1A | Salmonella PhoP GFP | H37Rv inhibition | M. tuberculosis | VEEV TC-83 Vero | others
O=[N+]([O-])c1cccc(C=NN2CCCCCC2)c1 | 14% | x | x | x | 0.6%
CCOC(=O)C1CCN(C(=O)CN(c2cccc(OC)c2)S(=O)(=O)c2ccccc2)CC1 | -2% | -2% | -8% | 1% | 1.1% | VEEV TC-83 Vero 10K pilot screen=0.3
O=C(COC(=O)/C=C/c1ccccc1)NCc1ccccc1Cl | -8% | 9% | 43% | 5% | 1.2% | VEEV TC-83 Vero 10K pilot screen=1.2
Cc1noc(C)c1COC(=O)c1cc(S(=O)(=O)N2CCOCC2)ccc1F | -10% | x | -8% | 0% | 1.7%
O=C(Cc1cccs1)N/N=C/C=C\c1ccccc1[N+](=O)[O-] | x | 6% | 6% | 11% | 3.0%
COc1cc(OC)cc(-n2nc(C(=O)N3CC(C)CC(C)C3)c3ccccc3c2=O)c1 (stereo not given) | -9% | 3% | -4% | 14% | i
COc1cc2c(cc1OC)CN(CC(=O)Nc1ccccc1C(=O)NCc1ccccc1)CC2 | 6% | 3% | 11% | 12% | 8.8%
Cc1ccc(S(=O)(=O)CCC(=O)OCc2ccc(Cl)c(Cl)c2)cc1 | 27% | -2% | -1% | u | i
O=C(CSc1ccc2ccccc2c1)NCCc1ccc(O)c(O)c1 | 5% | 10% | 0% | -4% | 2.4%
O=C(O)C(Cc1ccccc1N(CCO)CCO)N1C(=O)c2ccccc2C1=O (stereo not given) | -7% | x | x | x | 1.6%
O=C(O)C(CCCCN1C(=O)C2C3C=CC(C3)C2C1=O)N1C(=O)C2C3C=CC(C3)C2C1=O (stereo not given) | -4% | -8% | -2% | 1% | 1.0%
O=C(c1ccccc1)c1c[nH]c(C(=O)NNc2ccccc2)c1 | -1% | 2% | 98% | 55% | 1.2% | VEEV TC-83 Vero 10K pilot screen=1.0
Cc1ccc(CN(Cc2cccnc2)C(=S)Nc2cc(Cl)ccc2C)cc1 | 1% | 8% | -2% | 38% | 0.2%
CCOc1ccc(C2C(C(=O)c3cccs3)=C(O)C(=O)N2CCN2CCOCC2)cc1 (stereo not given) | -12% | 3% | 5% | -14% | 2.2%
Oc1ccc(C2C[C@H]3CC[C@@H]2C3)cc1O (stereo not given in full) | -27% | -1% | 0% | 15% | i
COc1ccc(/C=C2\SC(=O)N(CC(=O)NNC(=O)c3ccccc3O)C2=O)cc1OC | -6% | 0% | 23% | -34% | 1.4%
O=C1COc2ccc(C(=O)CSc3nnc(-c4cccs4)n3Cc3ccccc3)cc2N1 | 6% | 2%&-1% | -4% | 24% | 2.5%
C(=C\c1nc(-c2ccccc2)no1)/c1ccccc1 | -8% | -1% | -6% | 28% | 1.5%
CCOC(=O)c1ccc(NC(=O)CN2C(=O)CSC(C)C2=O)cc1 (stereo not given) | 1% | -3% | 4% | 2% | i
